# Screening data as filed in PubChem BioAssay.
# RmlC RmlD mix: inhibitors of RmlC and RmlD coupled enzymes. 110,000 compounds, 0.39% hits. RmlC/RmlD coupled enzyme inhibition, 384-well mixture HTS. AID 1532. inhibition, % at 5.5 µM; in the data active means inhibition above about 30%, passing the limit was not always enough; inconclusive means no clear call, values can overlap the other calls; further: strong numbers were not always called active
# RT RNaseH block: inhibitors of HIV-1 reverse transcriptase RNase H; inhibition, % at 10 µM; 65,000 compounds, 1.9% hits; RT-RNase H RNA/DNA duplex cleavage, fluorescence; in the data active means inhibition above about 50%
# * = called active by the depositor; ? = inconclusive; . = no result given; & = joins results of further samples. These rows are one share of the data, so the mix of outcomes need not match the whole.
# Start of the data: the first 4 entries as a preview:
no.	Compound	RT RNaseH block	RmlC RmlD mix
1	CCOC(=O)CSc1ncnc2c1cnn2-c1ccc(Cl)cc1	-3	14
2	O=C(Nc1ccccc1-c1ccccc1)C12CC3CC(CC(C3)C1)C2	.	-9
3	COC(=O)c1ccc(C2c3c(oc4ccccc4c3=O)C(=O)N2CCCN2CCOCC2)cc1 (stereo unspecified)	-1	.
4	O=c1cc(-c2ccc3c(c2)OCO3)oc2ccccc12	-10	72

# The list itself, previewed entries included:
no.	Compound	RT RNaseH block	RmlC RmlD mix
1	CCOC(=O)CSc1ncnc2c1cnn2-c1ccc(Cl)cc1	-3	14
2	O=C(Nc1ccccc1-c1ccccc1)C12CC3CC(CC(C3)C1)C2	.	-9
3	COC(=O)c1ccc(C2c3c(oc4ccccc4c3=O)C(=O)N2CCCN2CCOCC2)cc1 (stereo unspecified)	-1	.
4	O=c1cc(-c2ccc3c(c2)OCO3)oc2ccccc12	-10	72
5	COc1cccc2c1O[C@H]1C(=O)CC[C@H]3CN(C)CCC231 (stereo partly specified)	.	-12
6	CCOc1ccc(Cn2nnc(C(=O)NCCc3ccccc3)c2N)cc1	-21	-6
7	O=C(COC(=O)c1ccc(N2CCCC2=O)cc1)NCc1ccco1	4	-21
8	COC/C=C/C1=CC2=CC(=O)C(C)(OC(=O)c3cnc4ccccc4n3)C(=O)C2=CN1CCCOC(C)C (stereo unspecified)	.	5
9	Cc1ccc2[nH]c(=O)c3cc(C(=O)NCCN4CCN(C)CC4)sc3c2c1	-18	20
10	Cn1c(CCNC(=O)c2ccc(F)cc2)nc2ccccc21	-1	-10
11	COC(=O)c1ccc(CSc2nnnn2C)o1	1	0
12	Cc1ccc2ccccc2c1NC(=O)CNC1CCCCC1	.	-4
13	CCCCN=c1sc(C(=O)OC)cc(=O)n1CCCC	-10	-13
14	CCOc1cc(S(=O)(=O)NCc2ccc3c(c2)OCO3)c(C)cc1C	-4	2
15	O=C(Cc1coc2ccc3ccccc3c12)N1CCc2ccccc21	.	-1
16	COC(=O)[C@H](C)[C@@H]1C[C@@]1(C)[C@@H](NC(=O)OCc1ccccc1)c1ccccc1	.	-9
17	Cc1cccc(OCCCCCNCCO)c1	-11	8
18	O=C(Cn1cnc2c(oc3ccccc32)c1=O)NCC1CCCO1 (stereo unspecified)	0	4
19	C[C@H]1C[C@H]2[C@@H]3CCC4=CC(=O)C=C[C@]4(C)[C@@]3(F)[C@@H](O)C[C@]2(C)[C@@]1(O)C(=O)CO	.	-15
20	COc1ccc(NC(=O)CC2Oc3ccc(C)cc3NC2=O)cc1 (stereo unspecified)	41	7
21	COCCn1cnc2c(c1=O)c1nc3ccccc3nc1n2/N=C/c1cccc(OC)c1OC	-65	.
22	O=C(Nc1nnc(N2CCCCCC2)s1)c1cc(-c2ccc(Br)cc2)on1	0	7
23	COc1cccc(NC(=O)c2cccc(OC)c2OC)c1	-22	6
24	Cc1ccc(N2OC3C(=O)NC(=O)C3C2c2ccco2)cc1 (stereo unspecified)	6	-8
25	COc1ccc(OC)c(C(=O)C2COC(=O)C2)c1 (stereo unspecified)	-1	.
26	Cc1ccc(Cn2c(C3CCCN3c3nc(-c4ccc(F)cc4)cs3)nc3cc(C(=O)NCCCO)ccc32)cc1 (stereo unspecified)	.	5
27	Cc1c(NC(=O)c2cc(=O)[nH]c(=O)[nH]2)c(=O)n(-c2ccccc2)n1C	32	8
28	CC(C)(C)n1ncc2c(=O)n(Cc3c(F)cccc3Cl)cnc21	-33	-11
29	COC(=O)COc1ccc(/C=C2/SC(=O)N(CC(=O)N3CCCC3)C2=O)cc1Br	.	6
30	Cc1cccc(C(=O)NC(NCCc2ccccc2)C(Cl)(Cl)Cl)c1 (stereo unspecified)	.	-10
31	Cc1cc(C(F)(F)F)c2c(n1)sc1c(O)cc(=O)[nH]c12	.	13
32	CN(C)c1cccc(C(=O)Nc2ccc(N3CCOCC3)cc2)c1	.	-10
33	COc1ccc(OCC(=O)Nc2cccc(-c3nc4ccccc4o3)c2)cc1	9	0
34	O=C(CCN1CCN(CC(=O)Nc2ccccc2Cl)CC1)Nc1ccccc1F	-1	-16
35	CN(Cc1cc2ccccc2[nH]c1=O)S(=O)(=O)c1ccccc1	-110	-12
36	CCOC(=O)C(O)(c1ccc(NC(=O)NC2CCCCC2)cc1)C(F)(F)F (stereo unspecified)	.	14
37	CCOC(=O)c1[nH]c(C)c(C(=O)Nc2ccc3c(c2)CCC3)c1C	0	-23
38	Cc1ccc(S(=O)(=O)N2CCN(CC(=O)NC(=O)NCc3ccccc3)CC2)cc1C	.	14
39	O=C(C1CCCCC1)N1CCN(c2ncccn2)CC1	-6	9
40	O=C(Nc1cccc(Cl)c1N1CCCC1)c1cccc(-c2cc3ccccc3oc2=O)c1	.	-1
41	O=C(COc1ccc(Cl)cc1)NCc1nnc(SCC(=O)Nc2ccccc2)o1	-26	3
42	COC(=O)c1nc(NC(=O)C(C)(C)C)n[nH]1	-7	?
43	CSCCNC(C)=O	.	6
44	CN=c1sc2ccccc2n1CC(O)COc1ccccc1 (stereo unspecified)	-7	4
45	O=c1[nH]c(=O)n(Cc2ccco2)c(O)c1C=NCc1ccc2c(c1)OCO2	-25	21
46	CSCCC1NC(=O)NC1=O (stereo unspecified)	-6	8
47	Cc1oc(-c2ccccc2F)nc1CS(=O)(=O)CC(=O)N1CCN(c2ccccc2)CC1	.	-4
48	Cc1ccc(-c2noc(-c3ccccc3Br)n2)cc1	-18	-6
49	C#CCNC(=O)C1=C[C@H](c2coc3ccccc3c2=O)C[C@H](OCCCCO)O1	.	5
50	N#Cc1nc(-c2ccc(OCc3ccc(Cl)cc3)cc2)oc1NCc1cccnc1	76*	-15
51	CCCC(=O)Nc1nnc(CC(=O)OCC)s1	2	6
52	CC1(C)C[C@H]2C=C(C=O)[C@]3(C=O)C[C@]3(C)[C@H]2C1	.	-13
53	O=C(NCc1nc2ccccc2[nH]1)c1ccc(S(=O)(=O)N2CCOCC2)cc1	4	13
54	Cc1cc(C)n(C(=O)COc2c(C)cccc2C)n1	-2	-13
55	Cc1ccccc1Cn1cc(NC(=O)CSc2nc3c(c(C(F)(F)F)n2)CCc2ccccc2-3)cn1	.	8
56	CN1CCC(O)(c2ccccc2)C(C(=O)c2ccccc2)C1 (stereo unspecified)	-3	-13
57	O=C(CCNc1cccc(Cl)c1)c1cccs1	.	4
58	Cc1ccc(NC(=O)CSC2=C(C#N)C(c3ccco3)C3=C(CCCC3=O)N2)cc1 (stereo unspecified)	9	.
59	CCCCCOC(=O)C1=C(C)Nc2nnnn2C1c1ccccc1Cl (stereo unspecified)	.	-19
60	Nc1c(-c2ccc(Cl)cc2)cnn1-c1cccc(C(F)(F)F)c1	.	7

# Profiles, looked up by structure. Values in the order: RT RNaseH block | RmlC RmlD mix
# Listed for Cc1c(NC(=O)c2cc(=O)[nH]c(=O)[nH]2)c(=O)n(-c2ccccc2)n1C = 32 | 8
# Listed for O=c1[nH]c(=O)n(Cc2ccco2)c(O)c1C=NCc1ccc2c(c1)OCO2 = -25 | 21
# Listed for CCOC(=O)CSc1ncnc2c1cnn2-c1ccc(Cl)cc1 = -3 | 14
# Listed for Cc1ccccc1Cn1cc(NC(=O)CSc2nc3c(c(C(F)(F)F)n2)CCc2ccccc2-3)cn1 = . | 8
# Listed for Cn1c(CCNC(=O)c2ccc(F)cc2)nc2ccccc21 = -1 | -10

# Following part:
no.	Compound	RT RNaseH block	RmlC RmlD mix
61	CCC(=O)N1CC(=O)Nc2ccc(Cl)cc2C1c1ccc(F)cc1 (stereo unspecified)	11	-12
62	O=C(O)c1ccc(CNc2ccccc2C(=O)O)cc1	-9	8
63	CN(Cc1nc(-c2ccncc2)no1)S(=O)(=O)c1ccc(Cl)cc1	-41	5
64	CC(C)C(=O)c1cc2c(cc1NC(=O)c1ccccc1)OCCO2	.	-14
65	CC(=O)Nc1ccc(NC(=O)c2sc3nc4c(c(-c5ccc(C)cc5)c3c2N)CCC4)cc1	.	48*
66	Cc1nn(Cc2ccc(F)cc2)c(C)c1NC(=O)c1noc2c1CCc1ccccc1-2	.	3
67	Cc1ccc(-n2c(N)c(C(=O)N3CCN(C)CC3)sc2=S)cc1	93*	-4
68	NC(=S)Nc1cccc2cnccc12	.	9
69	CCOc1ccc(N=c2oc3cc(O)ccc3cc2C(=O)NCC2CCCO2)cc1 (stereo unspecified)	.	8
70	COc1ccc(N2CCN(CCNC(=O)c3nnc(Cc4c(F)cccc4Cl)o3)CC2)cc1	4	4
71	Cc1ccc(C(=O)CCC2CCCCC2=O)cc1 (stereo unspecified)	.	6
72	CC(C)C(=O)NCCc1nc(-c2ccccc2Cl)no1	.	13
73	COc1ccc(CCC(=O)Nc2ccc(Br)cn2)cc1	-8	-11
74	COCCn1nnnc1CN(CCc1ccccc1)Cc1cc2cc(OC)ccc2[nH]c1=O	.	16
75	O=C(NCC1CC1)C1(C(F)(F)F)CC(CCc2ccccc2)CCCO1 (stereo unspecified)	.	11
76	COc1ccc(/C=C(/C#N)C(=O)NC2CCCCC2)cc1Br	.	6
77	Cc1ccc(-c2ccc(CCC(=O)O)n2Cc2ccco2)cc1	0	2
78	CC1CCN(C(=O)Cn2c(=O)oc3ccccc32)CC1	-7	8
79	CCC/C=C(\CCC)C(NC(=O)c1ccc(C(F)(F)F)cc1)c1ccccc1 (stereo unspecified)	.	4
80	COC(=O)c1nnn(-c2nonc2N)c1CSc1nc2ccccc2o1	.	8
81	Cc1nnc(SCC2=C(C(=O)O)N3C(=O)[C@@H](NC(=O)Cn4cnnn4)[C@H]3SC2)s1	0	-9&-13
82	OC12CCCCC1C(c1ccccc1)NCC2 (stereo unspecified)	-5	11
83	CN(c1cccc(NC(=O)c2ccc(Cl)c(S(=O)(=O)Nc3ccccc3)c2)c1)S(C)(=O)=O	.	-8
84	CCOC(=O)N1CCN(c2c(-c3ccccc3)c3cc(Cl)ccc3[nH]c2=O)CC1	9	.
85	COc1ccc(CNC(N)=O)cc1OC	.	-9
86	CCC(=O)NC(Nc1ncc(C)s1)(C(=O)OC)C(F)(F)F (stereo unspecified)	.	75
87	Cc1cccc(OCC(=O)N(C)CCc2ccccn2)c1	.	8
88	CCOC(=O)COc1c(Br)cc(C2NC(=O)NC(C)=C2C(C)=O)cc1OC (stereo unspecified)	.	-7
89	CC1(OC(=O)c2cccs2)C(=O)C=C2C=C3CCCN3C=C2C1=O (stereo unspecified)	.	2
90	O=C(Nc1ccc(Cl)cc1)N1CCSc2ccccc21	.	-10
91	CC1CCCCC1NC(=O)Cn1cnc2ccccc2c1=O (stereo unspecified)	-5	8
92	CCCCN(CCCC)S(=O)(=O)c1ccc(NC(=O)Cc2cccs2)cc1	.	-7
93	Cc1ccc(S(=O)(=O)CCSc2nc(C)cc(C)c2C#N)cc1	-5	13
94	COc1cccc(CSc2nnc(-c3ccco3)n2C)c1	-3	3
95	CCC(C)(C)n1nnnc1C(c1cc2cc(C)ccc2[nH]c1=O)N1CCCC1 (stereo unspecified)	2	19
96	CC(=O)c1ccc(NC(=O)c2ccc(S(=O)(=O)N3CCCC3)cc2)cc1	-6	4
97	CCOC(=O)C1=C(C)NC(=O)NC1c1ccc(F)cc1 (stereo unspecified)	-12	.
98	Cc1c[n+]([O-])n(-c2ccc(C(=O)O)cc2)n1	-20	9
99	COC(=O)CCCC1=CC2=CC(=O)C(C)(OC(=O)c3cccs3)C(=O)C2=CN1C1CC1 (stereo unspecified)	.	2
100	O=C(CSc1nc2ccccc2o1)N1CCCC1	-9	13
101	CC1CC(c2ccccc2)n2nc(N3C(=O)c4ccccc4C3=O)nc2N1 (stereo unspecified)	-7	-2
102	COC(=O)C(C)Sc1nc2c(c(=O)n(C)c(=O)n2C)n1Cc1cccc(C)c1 (stereo unspecified)	9	17
103	O=C(CN1CCN(c2nc(-c3ccc(F)cc3)cs2)CC1)NCc1ccc2c(c1)OCO2	6	-16
104	CCCC1C2C(=O)N(c3ccccc3OC)C(=O)C2ON1c1ccccc1 (stereo unspecified)	19	0
105	CCOC(=O)N1CCC(NC(=O)c2ccc3c(c2)sc2nc(-c4cccc(OC)c4)cn23)CC1	19	.
106	CCOCCn1c(CN2CCN(c3cccc(Cl)c3)CC2)nc2c1c(=O)n(C)c(=O)n2C	-6	-11
107	O=c1c2ccccc2nnn1CSc1nc2ccccc2c(=O)n1Cc1ccco1	-41	-1
108	Cc1[nH]nc2c1C(c1ccc(-c3ccccc3C#N)o1)C(C#N)=C(N)O2 (stereo unspecified)	-15	-23
109	OC(C#CCN1CCOCC1)(c1ccccc1)C1CC1 (stereo unspecified)	-14	5
110	CC(CN1CCOCC1)(NS(=O)(=O)c1ccccc1)c1ccccc1 (stereo unspecified)	-6	-9
111	Cc1ccccc1CS(=O)(=O)Cc1ccc(C(=O)NCc2ccco2)o1	-13	.
112	COC(=O)c1sccc1NC(=O)CCC1CCCCC1	.	10
113	CCC(C)Nc1nc2c(c(=O)n(C)c(=O)n2C)n1Cc1ccc(Cl)cc1 (stereo unspecified)	-7	11
114	C=C1CCN([C@@H](CC(C)C)C(=O)O)S(=O)(=O)c2ccccc21	.	-5
115	O=C(O)CCCNS(=O)(=O)c1ccc(F)cc1	-7	?
116	CCOc1ccc(C(=O)Nc2cccc(-c3nc4cccnc4o3)c2)cc1Cl	-7	-5
117	COc1ccccc1Oc1coc2c(CN3CCN(C)CC3)c(O)ccc2c1=O	-1	21
118	N#Cc1c2n(c3c(-c4ccccc4)ncnc13)CCC2	-14	6
119	CC(C)(C)C1CCc2onc(C(=O)Nc3cccc(O)c3)c2C1 (stereo unspecified)	.	83
120	CSc1nnc(-c2ccc(NC(=O)CCc3ccccc3)cc2)n1C	1	.

# The list continues:
no.	Compound	RT RNaseH block	RmlC RmlD mix
121	COc1ccc(C2C(C(=O)N3CCN(c4ccccc4)CC3)c3ccccc3C(=O)N2C)cc1 (stereo unspecified)	.	0
122	O=C(CSc1ccccc1)NCc1cccnc1	-8	.
123	CCOc1ccccc1OCC(=O)Nc1nnc(C)s1	-7	-8
124	CCN1CCN(S(=O)(=O)c2cccs2)CC1	.	6
125	COc1ccccc1OCC(=O)Sc1ccc(C)cc1	23	-13
